# NPR1 activator: GC-A (human) enzyme activation | HEK293 GC-A cells, cGMP TR-FRET, EC30 ANP; 0% at EC30 ANP, 100% saturating ANP | activation, % at 10 µM | 370,000 tested, 0.14% active | AID 1671463; in the data active = activation above about 40%
# NPR2 activator: GC-B (human) receptor activation; HEK293-GC-B cells, CNP EC30, cGMP TR-FRET; 0% at EC30 CNP, 100% saturating CNP; P20594; activation, % at 10 µM; 370,000 tested, 0.11% active;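 active = activation at 10 µM reaching about 35% in either raw or pattern-adjusted values, limit read from the data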
# mABHD4 FP: inhibits mouse alpha/beta hydrolase domain 4. 370,000 tested, 0.54% active. Q8VD66. purified mABHD4, FP-Rh probe fluorescence polarization. AID 720543. inhibition, % at 8.92 µM;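 active = inhibition exceeding the mean over every tested compound plus 3 SD, cut at about 30% in these data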;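 note: 0% = plate median of compound wells and 100% = S159A mutant with DMSO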
#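 Test system: mABHD4 protein | Buffer or medium: HEPES pH 7.0 buffer, 150 mM NaCl, 0.01% Pluronic F-127 | Probe or stimulus: FP-Rh fluorescent activity-based probe, added after compound pre-incubation | Timing: Pre-incubation 45 min, probe exposure 60 min, at 25 °C | Technique: Fluorescence polarization, excitation 525 nm, emission 598 nm, BODIPY TMR filters | Repeats: Single well per compound (singlicate)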
# MBD2 inh: blocks human MBD2 binding to methylated DNA. Q9UBB5. TR-FRET, MBD2 binding to methylated oligonucleotide. inhibition, % at 4.4 µM. 370,000 tested, 0.31% active; in the data active = inhibition above about 13%
# PRMT1 FP inh: blocks human protein arginine methyltransferase 1; Q99873; recombinant PRMT1, activity-based probe fluorescence polarization; inhibition, % at 2.79 µM; 370,000 tested, 1.3% active;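 active = inhibition above about 21% made by adding two undisclosed values, limit read from the data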
# SIAE primary: human SIAE inhibition, primary screen | Q9HAT2 | SIAE FP-Rh probe binding, fluorescence polarization | 370,000 tested, 0.69% active | inhibition, % at 9.66 µM | AID 1053197;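 active = inhibition above a cutoff: mean of compounds within the control limits plus 3 SD of those, cut at about 17% in these data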;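 note: 0% = plate median of compound wells and 100% = probe without SIAE protein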
# UHRF1 binding: UHRF1 methyl-DNA binding inhibition; 370,000 tested, 0.75% active; AID 687016; Q96T88; UHRF1 binding to methylated oligo, TR-FRET; inhibition, % at 4.4 µM; in the data active = inhibition above about 21%;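 note: UHRF1 SRA domain binding a hemimethylated CpG hairpin DNA probe; 0% = median of test compound wells and 100% = reference inhibitor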
# Target sequence (Q96T88 whole entry, looked up, the tested form may be a part): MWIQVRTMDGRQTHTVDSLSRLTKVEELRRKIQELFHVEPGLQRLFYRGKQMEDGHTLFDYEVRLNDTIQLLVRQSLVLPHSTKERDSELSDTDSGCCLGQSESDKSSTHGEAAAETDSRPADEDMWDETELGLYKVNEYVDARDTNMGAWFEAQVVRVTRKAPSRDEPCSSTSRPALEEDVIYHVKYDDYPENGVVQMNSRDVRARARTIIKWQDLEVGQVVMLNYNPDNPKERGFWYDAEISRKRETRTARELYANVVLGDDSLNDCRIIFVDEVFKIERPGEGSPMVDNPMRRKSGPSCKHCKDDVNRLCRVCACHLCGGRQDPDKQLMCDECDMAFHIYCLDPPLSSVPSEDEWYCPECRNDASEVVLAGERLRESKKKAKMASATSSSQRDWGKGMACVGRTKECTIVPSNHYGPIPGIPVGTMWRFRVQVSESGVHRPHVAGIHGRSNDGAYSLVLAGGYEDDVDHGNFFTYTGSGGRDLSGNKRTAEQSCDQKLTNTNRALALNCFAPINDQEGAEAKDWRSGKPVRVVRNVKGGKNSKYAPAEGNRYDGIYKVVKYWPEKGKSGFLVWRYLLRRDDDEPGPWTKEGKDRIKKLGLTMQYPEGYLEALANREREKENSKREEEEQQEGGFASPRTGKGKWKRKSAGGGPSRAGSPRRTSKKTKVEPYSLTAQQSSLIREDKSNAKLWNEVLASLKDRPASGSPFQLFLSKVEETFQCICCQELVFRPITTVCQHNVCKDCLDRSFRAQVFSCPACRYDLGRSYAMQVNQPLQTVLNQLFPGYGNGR
# TCR-CD3 inh: human TCR-CD3 binding inhibition. TAMRA-labeled TCR probe fluorescence, biochemical. 360,000 tested, 0.37% active. AID 651800. inhibition, % at 9.4 µM; in the data active = inhibition above about 19%;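 note: recombinant mutant TCR 2C K166C tagged with TAMRA read by polarization; 0% = receptor in buffer alone and 100% = receptor with positive control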
# rCAG binder: binds r(CAG) RNA repeats | r(CAG) RNA repeat, TO-PRO-1 dye displacement fluorescence | inhibition, % at 3 µM | 370,000 tested, 1.3% active | AID 651821;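 active = inhibition above the plate cutoff, the mean of all test compounds on that plate plus 3 SD, cut at about 35% in these data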;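 note: 0% = DMSO alone and 100% = 100 µM mitoxantrone as full dye displacement; higher means more dye released from RNA so lower well fluorescence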
# HTRA1 inh: HTRA1 (human) protease inhibition. Q92743. recombinant HTRA1, FP-rhodamine activity-based probe, fluorescence polarization. inhibition, % at 5.96 µM. 340,000 tested, 0.5% active. AID 504803; in the data active = inhibition above about 36%;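 note: 0% = enzyme with DMSO and 100% = wells lacking enzyme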
# Active calls of the source: *; . = not tested or not shown.
SMILES,NPR1 activator,NPR2 activator,mABHD4 FP,MBD2 inh,PRMT1 FP inh,SIAE primary,UHRF1 binding,TCR-CD3 inh,rCAG binder,HTRA1 inh
OC(COc1ccc(CN2CCCCO2)cc1)CN1CCCCC1 (stereo not given),1,3,0,0,1,2,3,-9,-3,6
Cc1csc(NC(=O)CSc2nncs2)n1,1,4,2,-4,-2,2,-3,2,6,-6
COc1cccc2cc3c(=O)oc4ccccc4c3nc12,-3,-8,-3,1,0,-3,-3,-6,6,-6
COc1ccc(-c2noc3c2-c2nc(-c4ccccc4Cl)sc2CC3)cc1,-3,-15,2,8,2,11,1,-5,10,-9
O=C1c2ccccc2NC(c2ccc(O)cc2)N1/N=C/c1ccc(O)cc1 (stereo not given),19,22,5,-2,-2,2,2,7,1,1
COc1ccc(N(C(=O)c2ccco2)C(C(=O)NC2CCCC2)c2ccccc2)cc1 (stereo not given),-30,-7,4,2,-1,-3,4,-2,-1,4
CCn1c2ccccc2c2cc(C=NNC(=O)CSc3nc4ccccc4c(=O)n3-c3ccccc3)ccc21,-1,-3,-2,-1,2,-8,-2,.,17,.
O=C(NCCO)C(=O)NCC1OCCCN1S(=O)(=O)c1cccs1 (stereo not given),2,5,8,10,2,-3,1,2,3,0
CN(CC(=O)O)S(=O)(=O)c1cc(Cl)ccc1Cl,2,-2,0,-7,-2,1,3,0,-3,-7
CCOc1c([N+](=O)[O-])cc2c(C)c(C(=O)N3CCN(C)CC3)oc2c1OCC,-2,-1,7,2,0,-2,2,2,-1,8
COc1ccc(/C=C/C(=O)Nc2ccc(-n3nncc3-c3ccc(OC)c(OC)c3)cc2)cc1OC,-1,8,-97,-1,3,-116,2,13,27,-56
C[C@@H]1NC(=O)[C@H](CCC(=O)O)NC(=O)c2cc([N+](=O)[O-])cc(F)c2NCCC[C@@H](C(N)=O)NC1=O,2,2,-2,-1,2,-2,-1,9,5,5
CCOC(=O)c1c(C)oc2ccc(OC(=O)N3CCOCC3)cc12,-10,-1,40*,-1,-2,2,0,6,-10,-2
CCCC(=O)Nn1cnc2c(c1=O)C1(CCCCC1)Cc1ccccc1-2,-3,-2,-8,4,-1,-1,3,1,0,-11
CCN(CCCNC(=O)CCn1c(=O)[nH]c2ccccc2c1=O)c1cccc(C)c1,-11,-9,3,-5,-1,4,0,5,-6,-4
O=S(=O)(O)c1ccc(NN=Cc2ccccc2O)cc1,4,-1,7,1,-2,4,1,5,7,-5
CCOC(=O)CC1C(C(=O)OCC)ON2OC(C(=O)OC)C(C(=O)OCC)C12 (stereo not given),3,5,-8,-7,-3,-1,-1,2,3,3
Cc1ccc(NC(=O)NNC(=O)C2CC(c3cccs3)=NO2)cc1 (stereo not given),0,0,-6,-2,-6,13,-1,0,-2,2
CC(=O)c1cccc(NC(=O)c2ccc(C)o2)c1,1,0,-3,1,4,3,6,-5,3,7
CCOC(=O)C(=O)N/N=C/c1ccco1,-1,0,1,5,4,4,1,-4,-2,7
COc1ccccc1-c1noc(-c2cccnc2)n1,9,2,-5,3,0,6,-6,0,-2,12
O=C1O[C@@H](c2ccccc2)C[C@@H](O)C(=O)CCCCc2ccccc21,-5,-12,-2,-2,-3,-2,-2,-1,3,.
CS(=O)(=O)N1CCN(C(=O)Cc2ccc([N+](=O)[O-])cc2)CC1,0,2,1,1,-1,2,-4,2,5,6
CCc1ccc(C2CC(c3ccc(C)cc3)Nc3nc(N)nn32)cc1 (stereo not given),6,-4,-10,6,7,3,-3,0,-3,-10
CCCC(=O)N(c1ccc2oc(C)c(C(C)=O)c2c1)S(=O)(=O)c1ccc(C(=O)O)cc1,2,1,7,4,1,-14,0,0,12,1

# The list goes on, starting with the last five of the part before.
SMILES,NPR1 activator,NPR2 activator,mABHD4 FP,MBD2 inh,PRMT1 FP inh,SIAE primary,UHRF1 binding,TCR-CD3 inh,rCAG binder,HTRA1 inh
COc1ccccc1-c1noc(-c2cccnc2)n1,9,2,-5,3,0,6,-6,0,-2,12
O=C1O[C@@H](c2ccccc2)C[C@@H](O)C(=O)CCCCc2ccccc21,-5,-12,-2,-2,-3,-2,-2,-1,3,.
CS(=O)(=O)N1CCN(C(=O)Cc2ccc([N+](=O)[O-])cc2)CC1,0,2,1,1,-1,2,-4,2,5,6
CCc1ccc(C2CC(c3ccc(C)cc3)Nc3nc(N)nn32)cc1 (stereo not given),6,-4,-10,6,7,3,-3,0,-3,-10
CCCC(=O)N(c1ccc2oc(C)c(C(C)=O)c2c1)S(=O)(=O)c1ccc(C(=O)O)cc1,2,1,7,4,1,-14,0,0,12,1
Cc1ccccc1NC(=O)N1CCCC(c2nc(-c3ccc(C(C)C)cc3)no2)C1 (stereo not given),-30,-7,-24,10,2,-13,6,-1,-3,-24
S=C(NCc1ccco1)Nc1cccc(Cl)c1,1,2,-6,-3,-2,0,-1,0,4,-2
Cc1cc(NC(=O)CSc2nc3c(c(=O)n2Cc2ccccc2)SC(C)C3)no1 (stereo not given),12,21,2,-3,-3,-2,-4,8,1,-12
CCc1ccc(NC(=O)N2CCN(c3ccccc3)CC2)cc1,1,5,-1,4,-5,1,0,9,-7,3
Cn1c(=O)cc(SCC(=O)NCCN2CCN(c3ccccc3F)CC2)c2cc(Cl)ccc21,-36,-14,-2,0,-2,2,-3,8,-3,-4
CC(O)(CS(=O)(=O)Cc1ccccc1)c1ccc(Cl)cc1 (stereo not given),-10,-6,1,4,-1,-4,-4,8,1,1
Cc1cc(C)c2nc(-c3ccccn3)cc(C(=O)NCCc3ccc(S(N)(=O)=O)cc3)c2c1,2,-6,-3,1,3,-5,1,13,10,-7
CS(=O)(=O)N(CC(=O)NCCSc1ccccn1)c1cccc2ccccc12,-7,-2,-1,-4,-3,12,-2,-5,-6,-4
COc1ccc(CNCc2cccc3ccccc23)cc1,-10,-2,12,-2,4,2,7,-6,0,2
Cc1ccc(Cl)cc1C1=CC(=O)C[C@H](c2ccc(F)cc2)C1,5,-5,-8,4,1,4,2,-1,-1,-25
O=C(NNc1ccc([N+](=O)[O-])cc1)c1ccccc1Cl,4,-1,2,2,3,4,1,-4,1,-5
COc1ccc(CCNC(=O)CC2Nc3ccccc3NC2=O)cc1 (stereo not given),3,1,-1,-4,0,-2,-3,3,6,3
Cc1ccc(S(=O)(=O)NN2C(=O)c3ccccc3NC2c2ccco2)cc1 (stereo not given),1,-1,-2,-3,-1,1,-1,0,-1,.
O=c1c2ccccc2nnn1CSc1nc2cc(Cl)ccc2c(=O)n1Cc1ccco1,-2,-3,-3,-1,9,-4,-1,-2,0,.
CCCN(CCC)CCCNC(=O)Cn1cnc2sc(C)c(S(=O)(=O)N3CCCCC3)c2c1=O,-2,5,-5,7,7,-2,3,-4,-1,-4
CSc1nc2sccc2c(=O)[nH]1,2,0,-1,0,2,-1,1,-1,-4,3
CCSc1nnnn1-c1ccccc1,-1,-5,0,0,2,3,-2,3,2,3
CCOc1ccccc1NC(=O)CN1C(=O)C(=O)N(Cc2ccco2)C1=O,0,0,3,3,2,-1,3,2,7,-3
Cc1ccccc1C(=O)NCC(=O)NNC(=O)c1cccc(Cl)c1,5,5,3,-2,1,-4,-1,7,0,3
CCN1C(=O)[C@@H]2C(C(=O)c3cnccn3)=NN[C@@H]2C1=O,4,6,2,0,4,8,-2,-1,0,7
CCOC(=O)c1c(C)n(OCc2ccccc2)c2ccc3c(no[n+]3[O-])c12,7,7,-6,-3,-4,-4,-1,0,1,-5
C=CCNC(=O)/C(C#N)=C/c1cc(Br)ccc1OC,-2,-6,-4,4,-3,3,1,-3,0,-2
O=C(COC(=O)c1ccc2ncsc2c1)Nc1ccc(Cl)cc1,-2,-5,-13,-6,14,3,0,3,7,-14
O=C(Nc1ccc2c(c1)OCO2)C1CC(=O)N(c2ccccc2)C1 (stereo not given),2,-1,1,1,1,0,3,-4,-1,6
CN(C)S(=O)(=O)c1ccc(C(=O)Nc2cc(=O)n(C)c(=O)n2C)cc1,-1,-2,5,2,4,-2,0,3,0,3
# (further entries)
SMILES,NPR1 activator,NPR2 activator,mABHD4 FP,MBD2 inh,PRMT1 FP inh,SIAE primary,UHRF1 binding,TCR-CD3 inh,rCAG binder,HTRA1 inh
Cc1cc(C)c2c(n1)nn1c(NCCCN(C)C)cc(C)nc21,2,-3,3,5,7,1,13,-6,3,7
COc1ccc([C@@H]2CC=C(C(=O)O)[C@H](c3ccc(F)cc3)N2S(=O)(=O)c2ccc(C)cc2)cc1OC,-1,2,3,1,-1,3,1,5,26,-12
COc1ccc2c(C)c(CC(=O)N3CCN(C(=O)C4COc5ccccc5O4)CC3)c(=O)oc2c1C (stereo not given),2,2,3,0,2,-5,0,3,-1,1
COc1ccc(N(CC(=O)N2CCCCC2)S(=O)(=O)c2c(C)nn(C)c2C)cc1,-5,-1,8,2,5,-3,4,-7,0,4
CCOC(=O)c1sc(N(Cc2ccccc2)C(=O)COC(=O)c2ccccc2O)nc1C,4,-2,0,1,0,3,4,-2,-4,-9
O=C(CCc1nnc2ccc(NCc3ccccc3)nn12)NC1CCCC1,-1,-2,6,-7,3,1,-2,-7,-4,2
COc1ccc(Br)cc1CNc1ccc(N2CCOCC2)cc1,-3,-5,23,-3,6,13,-1,0,3,31
CCOC(=O)[C@H]1[C@H]2COc3ccc(Cl)cc3[C@H]2N2C(=O)CNC(=O)[C@@]12C,-5,-7,-2,-4,-2,2,1,5,1,-3
Cc1nc2ccc(NC(=O)N3CCSCC3)cc2nc1C,-1,5,8,-5,-2,-3,0,9,2,7
Cc1ccc(-c2cc(NC(=O)CCl)n(-c3ccccc3)n2)cc1,14,-7,0,0,-1,2,-2,-1,0,-11
O=C(NCc1ccccc1)c1cc(-c2cccc(O)c2)on1,0,5,-2,2,-2,1,0,4,2,-16
Clc1cccc(NCc2nnc(SCc3ccc(Cl)cc3Cl)o2)c1,-2,-8,-45,5,4,-18,1,1,6,-33
CC(C)NC(=O)C1(C)CCN1C(=O)c1ccccc1F (stereo not given),0,3,2,-2,1,0,2,2,4,.
COc1ccccc1NC(=O)CSc1ccc2nnc(-c3ccc(C)cc3)n2n1,-8,-8,8,-2,4,-7,2,-7,7,-9
COc1ccccc1N1CCN(c2nnc(-c3ccc(F)cc3)c3ccccc23)CC1,-2,-6,-1,2,1,-1,1,-1,1,4
COCCOc1ccc(C(F)(F)F)cc1NC(=O)c1ccccc1F,3,-6,7,-2,0,-5,2,-5,-3,-8
C#CCOc1ccc(/C=C2/C(=O)NN(c3ccccc3)C2=O)cc1OC,4,-3,0,5,13,-5,0,7,15,5
COc1ccc(C(=O)N/C(=C\c2ccccc2)C(=O)NC(CC(C)C)C(=O)O)cc1 (stereo not given),1,-2,1,-1,4,1,9,-3,-2,3
CN(C)CCCN(C(=O)c1ccco1)c1nc2c(F)cc(F)cc2s1,4,-4,4,1,5,2,-6,-2,-1,4
COc1cc(S(=O)(=O)NC(C)C)ccc1Cl,0,2,3,3,0,-4,0,-5,-1,-1
N#Cc1cccnc1N1CCN(C(C(=O)NC2CCCC2)c2ccc(F)cc2)CC1 (stereo not given),-3,-17,-2,-6,1,1,-2,7,0,.
C[C@H](CO)N1C[C@H](C)[C@@H](CN(C)Cc2ccccn2)Oc2ncc(-c3ccccc3)cc2C1=O,-2,5,6,-5,-3,3,-1,6,-3,-2

# Screening data from PubChem BioAssay.

# Not all compounds are listed; the hit share may differ from the screen's.
